Assay outcomes deposited in PubChem BioAssay by Broad Institute.
NFkB SMM: binders of NF-kB p50 subunit, primary screen, biochemical, small molecule microarray, anti-His fluorescence | anti-His fluorescence binding | hit rate 1.3% among 17,000 | AID 624139, 2012 | Nuclear factor NF-kappa-B p105 subunit (Homo sapiens), P19838 | calls only;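 active = spot fluorescence over background significantly raised, with a chance value under 7% in all four replicate spots of the compound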;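 note: probe protein is his-tagged human p50 processed subunit at 1 µg/ml; raw spot fluorescence signals with no normalization applied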
Target sequence (P19838 1-433 limits assumed): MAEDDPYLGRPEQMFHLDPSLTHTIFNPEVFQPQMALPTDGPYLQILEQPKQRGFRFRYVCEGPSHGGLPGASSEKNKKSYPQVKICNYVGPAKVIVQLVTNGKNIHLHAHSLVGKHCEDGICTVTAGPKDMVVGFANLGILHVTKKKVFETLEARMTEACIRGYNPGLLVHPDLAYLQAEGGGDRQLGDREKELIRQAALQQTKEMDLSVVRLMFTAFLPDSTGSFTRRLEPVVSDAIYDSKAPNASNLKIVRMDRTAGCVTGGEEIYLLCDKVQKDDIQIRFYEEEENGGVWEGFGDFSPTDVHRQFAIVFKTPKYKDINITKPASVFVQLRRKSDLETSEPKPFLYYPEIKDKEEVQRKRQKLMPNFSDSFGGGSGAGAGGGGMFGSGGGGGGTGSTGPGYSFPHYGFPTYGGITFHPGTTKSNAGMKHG
Calls only; i = inactive; + = active, no number. The list is partial; rates above refer to the full screens.

smiles,NFkB SMM
Cc1noc(C)c1S(=O)(=O)N(C)C[C@H]1Oc2ccc(NS(=O)(=O)c3ccc(Cl)cc3)cc2C(=O)N([C@@H](C)CO)C[C@H]1C,i
CCOc1ccccc1C(=O)Nc1ccc(S(=O)(=O)Nc2ccccn2)cc1,i
CCO[C@H]1OC(C(=O)Nc2ccccc2)=C[C@@H](c2cn(C(C)=O)c3ccccc23)[C@@H]1CCCO,i
C[C@H]1CN([C@@H](C)CO)C(=O)c2cc(NC(=O)Nc3ccc(F)cc3)ccc2O[C@H]1CN(C)C(=O)Nc1ccccc1,i
COc1ccc(NC(=O)C(C)Oc2ccccc2)cc1NC(=O)c1ccco1 (configuration not stated),i
Cc1noc(C)c1NC(=O)N(C)C[C@H]1OCCCC[C@@H](C)Oc2ccc(NS(=O)(=O)c3cccs3)cc2C(=O)N([C@@H](C)CO)C[C@@H]1C,i
O=C(c1cc2ccccc2oc1=O)N(Cc1ccc(F)cc1)Cc1ccco1,i
COc1cc2c(c(N)c1OC)C(=O)/C(=C/c1cc(C)c(O)c(C)c1)C2,i

Further compounds follow.
smiles,NFkB SMM
C[C@H]1CN([C@@H](C)CO)C(=O)c2cc(NS(=O)(=O)c3ccc(Cl)cc3)ccc2O[C@H]1CN(C)C(=O)NC1CCCCC1,i
C[C@@H]1CN([C@@H](C)CO)C(=O)Cc2cc(NS(=O)(=O)c3ccccc3)ccc2O[C@H]1CN(C)C(=O)Nc1ccccc1,i
Cn1c(-c2ccc3c(c2)OCO3)cc(=O)c2ccccc21,i
COc1ccc(S(=O)(=O)N(C)C[C@@H]2Oc3c(NC(=O)Nc4ccc5c(c4)OCO5)cccc3C(=O)N([C@@H](C)CO)C[C@@H]2C)cc1,i
C[C@@H]1CN([C@H](C)CO)C(=O)Cc2cc(NC(=O)CCN3CCOCC3)ccc2O[C@@H]1CN(C)S(=O)(=O)c1ccccc1,i
COc1ccc(C(=C2C(=O)Nc3ccccc32)c2ccc(OC)cc2)cc1,i
CCc1cc2c(SCC(=O)N3CCc4ccccc43)ncnc2s1,i
CNC[C@@H]1Oc2ccc(NS(=O)(=O)c3ccccc3)cc2C(=O)N([C@H](C)CO)C[C@@H]1C,i

More compounds follow.
smiles,NFkB SMM
CC1Oc2c3c(c4c(-c5ccccc5)cc(=O)oc4c2C(=O)C1C)OC(C)(C)C=C3 (configuration not stated),+
C[C@@H]1CN([C@H](C)CO)C(=O)c2cccc(NC(=O)Nc3ccc(F)cc3)c2O[C@H]1CN(C)C(=O)NC1CCCCC1,i
CCCCC/C=C\C/C=C\CCCCCCCC(=O)OCC(O)CO (configuration not stated),i
C[C@H]1CN([C@@H](C)CO)C(=O)c2cccc(NC(=O)Nc3cccc4ccccc34)c2O[C@@H]1CN(C)C(=O)NC1CCCCC1,i
C[C@H](CO)N1C[C@H](C)[C@H](CN(C)S(=O)(=O)c2cn(C)cn2)OCc2cn(nn2)CCCC1=O,i
C=CCOC(=O)[C@H]1[C@@H]2C(=O)O[C@@H](c3ccccc3)[C@@H](c3ccccc3)N2[C@@H](c2ccc(OCCOC(=O)[C@H]3C[C@H]4C(=O)N[C@@H](CCCCNC(C)=O)C(=O)N4[C@H]3c3ccc(O)cc3)cc2)[C@]12C(=O)Nc1ccccc12,i
CCOC(=O)c1ccc(NC(=O)CSc2nc(N)c3c4c(sc3n2)CCC4)cc1,i
Cc1noc(C)c1S(=O)(=O)Nc1cccc2c1O[C@@H](CN(C)S(=O)(=O)c1ccc(Cl)cc1)[C@@H](C)CN([C@H](C)CO)C2=O,i

Next section:
smiles,NFkB SMM
Cc1noc(C)c1S(=O)(=O)Nc1ccc2c(c1)C(=O)N([C@@H](C)CO)C[C@H](C)[C@H](CN(C)C(=O)Nc1ccc(F)cc1)O2,i
COC(=O)C(CC(=O)c1ccc(Cl)cc1)c1cc(=O)oc2cc(OC)ccc12 (configuration not stated),i
CC(C)OC(=O)CSc1nc(N)c(C#N)cc1C#N,i
CCCN(C)C[C@@H]1OCCCC[C@@H](C)Oc2ccc(NS(=O)(=O)c3ccc(OC)cc3)cc2C(=O)N([C@H](C)CO)C[C@@H]1C,i
O=C(CNS(=O)(=O)c1ccccc1)Nc1ccc(Br)cc1F,i
COc1ccc(S(=O)(=O)Nc2ccc3c(c2)CC(=O)N([C@@H](C)CO)C[C@H](C)[C@H](CN(C)CC2CC2)O3)cc1,i
C[C@H](CO)N1C[C@H](C)[C@H](CN(C)Cc2ccncc2)Oc2c(NC(=O)C3CCOCC3)cccc2C1=O,i
C[C@H](CO)N1C[C@H](C)[C@H](CN(C)C)Oc2c(NC(=O)NC3CCCCC3)cccc2C1=O,i

Next part.
smiles,NFkB SMM
C[C@H](CO)N1C[C@H](C)[C@H](CN(C)Cc2ccc(Cl)c(Cl)c2)OCc2cn(nn2)CCCC1=O,i
C[C@@H]1CCCCO[C@H](CN(C)S(=O)(=O)c2ccccc2)[C@H](C)CN([C@@H](C)CO)C(=O)c2cc(NS(=O)(=O)c3ccc(F)cc3)ccc2O1,i
COc1ccc(NC(=O)Nc2ccc3c(c2)CC(=O)N([C@H](C)CO)C[C@H](C)[C@H](CN(C)S(=O)(=O)c2ccc(C)cc2)O3)cc1,i
C[C@@H]1CN([C@H](C)CO)C(=O)c2cccc(NS(=O)(=O)c3cn(C)cn3)c2O[C@@H]1CN(C)C(=O)NC1CCCCC1,i
Cc1noc(C)c1NC(=O)Nc1ccc2c(c1)CC(=O)N([C@H](C)CO)C[C@H](C)[C@@H](CN(C)Cc1ccncc1)O2,i
C[C@H]1CN([C@@H](C)CO)C(=O)c2cccc(NC(=O)c3nc4ccccc4s3)c2O[C@@H]1CN(C)Cc1ccc(-c2ccccc2)cc1,i
Cc1cc(OCC(=O)Nc2ccccc2C(N)=O)cc(C)c1Br,i
Cc1noc(C)c1NC(=O)Nc1ccc2c(c1)C(=O)N([C@H](C)CO)C[C@H](C)[C@H](CN(C)C(=O)Nc1c(C)noc1C)OCCCC[C@H](C)O2,i

Next section:
smiles,NFkB SMM
CCOC(=O)C1CCCN(S(=O)(=O)c2ccc(Cl)c(Cl)c2OC)C1 (configuration not stated),i
CC(=O)Nc1ccc(C(=O)CSc2ncn(-c3ccccc3)n2)cc1,i
Cc1noc(C)c1S(=O)(=O)N(C)C[C@H]1Oc2ccc(NC(=O)Nc3ccccc3)cc2CC(=O)N([C@@H](C)CO)C[C@H]1C,i
C[C@H](CO)N1C[C@H](C)[C@@H](CN(C)C(=O)Nc2ccccc2)Oc2ccc(NC(=O)CCN3CCOCC3)cc2CC1=O,i
Cc1nn(C(C)C(=O)Nc2ccccc2C(F)(F)F)c(C)c1[N+](=O)[O-] (configuration not stated),i
CNC[C@H]1Oc2ccc(NS(=O)(=O)c3ccccc3)cc2CC(=O)N([C@H](C)CO)C[C@H]1C,i
C[C@H](CO)N1C[C@H](C)[C@H](CN(C)S(C)(=O)=O)Oc2ncccc2C1=O,i
C[C@H](CO)N1C[C@H](C)[C@@H](CN(C)C(=O)Nc2ccc(C(F)(F)F)cc2)Oc2c(NC(=O)c3nc4ccccc4s3)cccc2C1=O,i

Ordered by number of heavy atoms (ascending): part of the list above.
smiles,NFkB SMM
CCOC(=O)C1CCCN(S(=O)(=O)c2ccc(Cl)c(Cl)c2OC)C1 (configuration not stated),i
Cc1nn(C(C)C(=O)Nc2ccccc2C(F)(F)F)c(C)c1[N+](=O)[O-] (configuration not stated),i
CNC[C@H]1Oc2ccc(NS(=O)(=O)c3ccccc3)cc2CC(=O)N([C@H](C)CO)C[C@H]1C,i
Cc1noc(C)c1S(=O)(=O)N(C)C[C@H]1Oc2ccc(NC(=O)Nc3ccccc3)cc2CC(=O)N([C@@H](C)CO)C[C@H]1C,i
C[C@H](CO)N1C[C@H](C)[C@@H](CN(C)C(=O)Nc2ccc(C(F)(F)F)cc2)Oc2c(NC(=O)c3nc4ccccc4s3)cccc2C1=O,i
Cc1noc(C)c1NC(=O)Nc1ccc2c(c1)C(=O)N([C@H](C)CO)C[C@H](C)[C@H](CN(C)C(=O)Nc1c(C)noc1C)OCCCC[C@H](C)O2,i

(cont.)
smiles,NFkB SMM
O=C(COc1ccc(Cl)cc1Cl)Nc1cc(Cl)ccc1C(=O)O,i
CCn1c(SCC(=O)Nc2c(Cl)cc(Cl)cc2Cl)nnc1-c1ccccc1Cl,i
C[C@H]1CN([C@@H](C)CO)C(=O)c2cccc(NC(=O)NC3CCCCC3)c2O[C@@H]1CN(C)C(=O)Nc1ccc(C(F)(F)F)cc1,+
Cc1ccccc1C(=O)NCCc1nc2ccccc2[nH]1,i
C[C@H]1CN([C@@H](C)CO)C(=O)c2cccc(NS(=O)(=O)c3ccc(F)cc3)c2O[C@@H]1CN(C)C(=O)NC1CCCCC1,i
CNC(=O)c1cc(Oc2ccc(NC(=O)Nc3ccc(Cl)c(C(F)(F)F)c3)cc2)ccn1,i
C[C@@H]1CCCCO[C@H](CN(C)Cc2ccccc2)[C@H](C)CN([C@@H](C)CO)C(=O)c2cc(NC(=O)CCC(F)(F)F)ccc2O1,i
C[C@H]1CN([C@@H](C)CO)C(=O)CCCn2nncc2CO[C@H]1CN(C)C(=O)Nc1ccccc1F,i

(listing goes on)
smiles,NFkB SMM
C[C@@H]1CN([C@@H](C)CO)C(=O)c2cccc(NC(=O)c3nc4ccccc4s3)c2O[C@@H]1CN(C)C(=O)Nc1ccccc1,i
C[C@@H]1CN([C@@H](C)CO)C(=O)c2cc(NC(=O)Nc3ccc4c(c3)OCO4)ccc2O[C@H]1CN(C)S(=O)(=O)c1cccs1,i
C[C@@H]1CN([C@H](C)CO)C(=O)Cc2cc(NC(=O)Cn3cnnn3)ccc2O[C@@H]1CN(C)C(=O)NC1CCCCC1,i
CC(C)NC(=O)Nc1ccc2c(c1)C(=O)N([C@@H](C)CO)C[C@H](C)[C@H](CN(C)C(=O)C1CCCCC1)OCCCC[C@@H](C)O2,i
C=CC1=C(C(=O)O)N2C(=O)[C@@H](NC(=O)/C(=N\OCC(=O)O)c3csc(N)n3)[C@H]2SC1,i
C[C@H]1CN([C@@H](C)CO)C(=O)c2cccc(NC(=O)Nc3ccccc3)c2O[C@H]1CN(C)C(=O)Nc1ccc(F)cc1,i
O=C(/C=C/c1ccc(O)c(O)c1)c1ccc(O)cc1O,i
C[C@H](CO)N1C[C@H](C)[C@H](CN(C)Cc2ccncc2)Oc2ccc(NC(=O)NC3CCCCC3)cc2CC1=O,i

(listing goes on)
smiles,NFkB SMM
C[C@@H]1CN([C@@H](C)CO)C(=O)Cc2cc(NC(=O)Cc3cn(C)c4ccccc34)ccc2O[C@@H]1CN(C)C(=O)Nc1ccc(F)cc1,i
Cn1c(=O)c2c(nc(SCC(=O)Nc3ccc(N4CCOCC4)c(Cl)c3)n2C)n(C)c1=O,i
CCC(Oc1ccccc1)C(=O)Nc1cccc(NC(C)=O)c1 (configuration not stated),i
COC(=O)c1cc(C)sc1NC(=S)Nc1ncn(Cc2ccc(F)cc2Cl)n1,i
O=C(NCCCN1CCCCCC1)C(c1ccccc1)C1CCCCC1 (configuration not stated),i
Cc1noc(C)c1S(=O)(=O)N(C)C[C@H]1Oc2c(cccc2N(C)C)C(=O)N([C@@H](C)CO)C[C@H]1C,i
C[C@H]1CN([C@@H](C)CO)C(=O)Cc2cc(NS(C)(=O)=O)ccc2O[C@@H]1CN(C)S(=O)(=O)c1cccs1,i
Cc1ccc2nc(-c3ccc(NC(=O)CN4CCN(C(=O)C5CCCO5)CC4)cc3)sc2c1 (configuration not stated),i

(further entries)
smiles,NFkB SMM
C[C@@H]1CN([C@H](C)CO)C(=O)c2cccc(NS(C)(=O)=O)c2O[C@@H]1CN(C)C(=O)Nc1cccc2ccccc12,i
C[C@@H]1CN([C@H](C)CO)C(=O)Cc2cc(NS(=O)(=O)c3cn(C)cn3)ccc2O[C@H]1CN(C)Cc1ccccc1,i
COc1ccc(C#Cc2ccc3c(c2)[C@]2(C(=O)N3)[C@H](c3ccc(OCCO)cc3)N3[C@H](c4ccccc4)[C@H](c4ccccc4)OC(=O)[C@H]3[C@@H]2C(=O)N2CCc3cc(OC)c(OC)cc3C2)cc1,+
CNC[C@H]1Oc2c(NC(=O)c3cc(C)nn3C)cccc2C(=O)N([C@@H](C)CO)C[C@@H]1C,i
CNC[C@H]1Oc2c(NS(=O)(=O)c3cn(C)cn3)cccc2C(=O)N([C@@H](C)CO)C[C@H]1C,i
C[C@@H]1CCCCO[C@@H](CN(C)Cc2ccc(C(=O)O)cc2)[C@@H](C)CN([C@@H](C)CO)C(=O)c2cc(NC(=O)C3CCCCC3)ccc2O1,i
COc1ccc(CCCn2ncc3c2nc(N)n2nc(-c4ccco4)nc32)cc1,i
COc1ccc(NC(=O)N(C)C[C@H]2Oc3c(NS(=O)(=O)c4ccc(OC)cc4)cccc3C(=O)N([C@@H](C)CO)C[C@H]2C)cc1,i

The list goes on.
smiles,NFkB SMM
CC(C)Cc1ccc(CN2CC[C@@H](NC(=O)c3ccccc3)C2)cc1,i
Cn1c(SCC(=O)Nc2ccc(F)cc2)nnc1-c1cccnc1,i
Cc1cc(S(=O)(=O)NCc2cccnc2)ccc1F,i
NC(=O)C1CCN(C(=O)CSc2nc3ccccc3s2)CC1,i
C[C@H]1CN([C@@H](C)CO)C(=O)c2cc(NS(=O)(=O)c3ccccc3)ccc2O[C@@H]1CN(C)C(=O)NC1CCCCC1,i
COc1ccc(CN(C)C[C@H]2Oc3c(NC(=O)NC(C)C)cccc3C(=O)N([C@@H](C)CO)C[C@H]2C)cc1,i
Cc1noc(C)c1NC(=O)N(C)C[C@@H]1Oc2ccc(NS(=O)(=O)c3cccs3)cc2C(=O)N([C@@H](C)CO)C[C@@H]1C,i
C[C@@H]1CN([C@@H](C)CO)C(=O)c2cccc(NC(=O)Nc3ccc(F)cc3)c2O[C@@H]1CN(C)C,i
COc1cc(C(=O)NC(C)C(=O)O)cc(OC)c1OC (configuration not stated),i
Cn1c(SCC(=O)Nc2ccc([N+](=O)[O-])cc2)nc2ccccc21,i
